# Pf Dd2 inh: Plasmodium falciparum Dd2 growth inhibition; P. falciparum Dd2 growth, SYBR Green, 72 h; Potency, µM (top dose mostly 28.9 µM), for inactives: at the top dose activity, negative = inhibition, actives largely listed as inhibitors; hit rate 4.3% among 120,000; AID 1347417; active = well fitted inhibition curve with a large enough effect; inconclusive = small, poorly fitted or top-dose-only effect; inactive = no such curve, though single readings can be large or run the other way;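 also: plate controls were DMSO vehicle for no effect and reference drug for full effect; nearly all actives have a fitted effect of over 65% in size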
#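 Readout: SYBR Green fluorescence, 485 nm excitation, 535 nm emission, after ~16 h lysis at 37C. Before that, Dd2-infected red cells (2.5% hematocrit) grew 72 h with compound, 29 uM top final concentration.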
# Active calls of the source: *; i = inactive; ? = inconclusive; [ ] = dose if it differs, or a comment. Potency is read from the fitted curve at half-maximal effect. Not all compounds are listed; the hit share may differ from the screen's.
SMILES,Pf Dd2 inh
CCc1nc(-c2c3n(c(=O)n(CC(=O)Nc4ccccc4)c2=O)CCCCC3)no1,-19.0%
Cc1ccccc1NC(=O)c1c(C)oc2ccc(O)c(CN(C)Cc3ccccc3)c12,1.12µM*
CCc1ccc(S(=O)(=O)c2cn(CC(=O)Nc3ccc(C)cc3)c3ccccc3c2=O)cc1,i
Cc1ccc2c(c1)nc1n2[C@@H](CNC(=O)c2ccncc2)COC1,10.4%[44.1 µM]
Cc1cccc(NC(=O)c2cc3c(=O)n4ccccc4nc3n2C)c1C,11.0%
Cc1ccccc1CCC1CCCN(S(C)(=O)=O)C1 (configuration not stated),-19.4%
CC(C)NC(=O)N1CCC2(CC1)CC(N(C(=O)c1ccccc1)C1CC1)CCO2 (configuration not stated),i
COc1ccc(NC(=O)CN2C(=O)C(c3ccc(C)cc3)=NC23CCCCCC3)cc1Cl,?
CCn1cc(C(=O)OCC(=O)Nc2cccc(C(C)=O)c2)c(=O)c2ccc(C)nc21,19.0%
O=c1[nH]c(C2CCCN(S(=O)(=O)c3ccccc3Cl)C2)nc2c1nnn2Cc1ccc(OC(F)(F)F)cc1 (configuration not stated),i
Cc1ccc2nc3n(c2c1)[C@@H](CNC1CCCCC1)COC3,-19.4%[44.1 µM]
Cc1cc(=O)n(CC(=O)Nc2ccc(Br)cc2F)c(N(C)Cc2ccccc2)n1,i
CCOc1cc2c(cc1OCC)C(CC(=O)O)N(C(=O)Nc1ccc(Br)c(C)c1)CC2 (configuration not stated),2.7%
COCCOCC(=O)N1[C@@H]2CC[C@H]1CC(NC(=O)c1ccc(F)cc1)C2 (some centres not stated),10.1%
Cc1cc(C)c(NC(=O)CSc2ccc(-c3sc(-c4ccccc4)nc3C)nn2)c(C)c1,-1.8%
Cc1[nH]cnc1CN1CCN(C2CCCC2)CC(C(=O)O)C1 (configuration not stated),-8.5%
Cc1ccccc1N(C)C1CN([S+](=O)([O-])c2cccs2)C1,?
Cc1ccccc1-c1nnc(CN2CCN(c3cc(Cl)ccc3C)CC2)o1,-9.8%
CCn1cc(C(=O)N2CC(=O)N(CCc3ccccc3)CC(OCc3cccc(OC)c3)C2)cn1 (configuration not stated),?
O=C1NCCCCCCN(Cc2ccncc2)[C@@H]2CN(Cc3ccncc3)CC[C@H]12,?
CCn1cc(-c2ccccc2)cc1C(=O)NCc1ccccn1,i
CCOC(=O)c1c(S(=O)(=O)NCC(=O)Nc2cccc(CC)c2)c(C)n(C)c1C,i
CCn1nc(-c2ccccc2)c(-c2ccccc2)c(C(=O)OCCOC)c1=O,8.6%
CCc1ccc(NC(=O)CN2C(=O)CCSc3ccc(S(=O)(=O)N4CCCC4)cc32)cc1,3.4%
CC(C)(C)c1cc(C(=O)N2CCCC2)nn2cccc12,8.7%[44.1 µM]

# (list continues)
SMILES,Pf Dd2 inh
CCOc1ccccc1C(=O)N1CCC(c2n[nH]c(=O)n2Cc2ccc(OC)cc2)CC1,i
O=C(NC[C@H]1OC[C@@H](NC2CCC(F)(F)CC2)[C@@H]1O)N1CCOCC1,5.1%[44.1 µM]
Cc1ccc(NC(=O)CS(=O)(=O)c2nc(-c3ccc(C)cc3)cn2-c2ccc(C)cc2)cc1,?
CC(=O)c1cc(-c2ccccc2)n(CCC(=O)Nc2nc3c(C)cccc3s2)c1C,35.8%[activator]
CCCCSCCCNC(=O)C1CCN(Cc2nc(-c3cccc(Br)c3)oc2C)CC1,-11.2%
COc1ccc(S(=O)(=O)N2C[C@@H]3C[C@H](C2)c2ccc(NS(=O)(=O)c4cccs4)c(=O)n2C3)cc1,2.7%
CCC(=O)N(C1CCOCC1)C1CCN(Cc2ccc(OC)c(OC)c2)CC1,29.3%
CC(=O)N1CCC2(CC1)CN(C(=O)CCC(=O)O)Cc1ccccc1O2,19.7%
Cc1ccc(NC(=O)Nc2nnc(SCC(=O)N3CCCCC3)s2)cc1,1.2%
COC[C@H]1CCCN1C(=O)CC[C@H]1CNC(=O)[C@@H]2[C@@H](CCN2C2CCOCC2)N1C,-1.2%[44.1 µM]
COc1cccc(S(=O)(=O)N2CCCCCCN(C)C(=O)CC2)c1,i
O=C(c1ccccc1)N1CCC(c2nn(-c3ccc(Cl)cc3)c(=O)[nH]2)CC1,?
COc1ccc(CNC(=O)c2cc3c(-c4ccccc4F)nn(C)c3s2)c(OC)c1,-4.7%
CCOC(=O)C1CCC(CN(Cc2ccc(OC)cc2)S(=O)(=O)c2ccc(F)c(C(=O)Nc3cc(Cl)ccc3OC)c2)CC1 (configuration not stated),i
CNc1cc(C(=O)N[C@H](c2cccs2)C2CC(O)C2)ccn1 (some centres not stated),5.4%
CC(C)(C)c1ccc(NC(=O)C2CCCN(c3cnccn3)C2)cc1 (configuration not stated),i
COc1ccc2nc3n(c2c1)[C@@H](CNC(=O)NC(C)C)COC3,7.4%[44.1 µM]
CC(C)CCOc1ccc(Cn2c(=O)sc3ccccc32)cc1,-9.7%
Cc1ccc2[nH]c(=O)cc(C(=O)N3CCOC(CCCC(C)C)C3)c2c1 (configuration not stated),?
Cn1nc(-c2cccs2)cc1[C@H]1CN2CC[C@H]1C[C@@H]2CNS(=O)(=O)c1ccccc1,i
Cc1cnc(C(=O)N2CCC(n3nccc3NC(=O)CCOc3ccccc3)CC2)cn1,-20.7%
CNC(=O)[C@@H]1CN(S(=O)(=O)c2ccc(Cl)s2)C[C@H]1c1n[nH]c(C)n1,18.0%
OC1(CN2CCCCC2)CCN(Cc2cnn(-c3cccc(F)c3)c2)C1 (configuration not stated),?
O=C(Cn1cccc1-c1nc(-c2ccccc2)no1)Nc1ccc(F)cc1,?
NC(=O)c1ccc(O[C@@H]2COCC[C@H]2NC(=O)N2CCOCC2)cc1,-15.7%

# 3 records drawn at random from those above, as already listed:
SMILES,Pf Dd2 inh
Cc1ccccc1CCC1CCCN(S(C)(=O)=O)C1 (configuration not stated),-19.4%
COc1ccc2nc3n(c2c1)[C@@H](CNC(=O)NC(C)C)COC3,7.4%[44.1 µM]
Cc1ccc(NC(=O)Nc2nnc(SCC(=O)N3CCCCC3)s2)cc1,1.2%

# Other results follow.
SMILES,Pf Dd2 inh
Cc1ccc(-n2nc3n(c2=O)CCN(C(=O)Nc2ccc(Cl)cc2)C3)cc1,i
COC[C@@H]1[C@H](C(=O)N2CCN(c3ccc(F)cc3)CC2)CCC(=O)N1C,6.5%
COc1ccc(-c2ccc3nc(-c4cccc(C)c4C)oc3c2)c(OC)c1OC,-2.9%
CCOc1ccc(C(O)Cn2ccn3nc(-c4ccccc4C)cc3c2=O)cc1 (configuration not stated),12.6µM*
Cc1nc2ccccc2n1CC(=O)N[C@@H]1COCC[C@@H]1OCC1CC1,-0.7%
CN(C)C(=O)N1C2CCC1CN(c1ccc(C(F)(F)F)cc1)C2,?
CCOC(=O)C1CCCN(C(=O)Cn2ncn3c(cc4sc(CC)cc43)c2=O)C1 (configuration not stated),-9.4%
COc1ccccc1C(=O)N1CCc2nc(C(C)C)nc(-c3ccc(Cl)cc3)c2CC1,-28.1%
CN(Cc1cc(F)c(F)c(F)c1)C1CCc2nn(CC3CC3)c(=O)n2CC1 (configuration not stated),-15.8%
CC(C)(CC(=O)O)CC(=O)N[C@H]1CO[C@H]2[C@@H]1OC[C@@H]2Nc1nccc(-c2ccc3c(c2)OCO3)n1,i
Cc1ccc(C2=CC(c3ccc(Cl)cc3)n3nc(-c4ccc(C)cc4)nc3N2)cc1 (configuration not stated),1.26µM*
COc1ccccc1C(=O)NCCC1CCN(C(=O)Nc2ccccc2F)CC1,1.2%
COc1cccc(Nc2sc(C(=O)c3ccc(Cl)cc3)c(N)c2C(=O)NCc2ccc(C)cc2)c1,?
Cc1nc(-c2ccccc2)sc1-c1ccc(SCC(=O)NCc2ccc(F)cc2)nn1,-2.0%
O=C(O)C[C@@H]1CCN(C(=O)C2CCCC2)C[C@@H]1CC1=NCCc2cc(F)ccc21,-3.6%[44.1 µM]
CCc1noc(-c2cn(C3CCN(C(=O)c4cc(Cl)ccc4OC)CC3)nn2)n1,-27.5%
O=C([C@H]1O[C@H](CCN2C[C@@H]3C[C@H](C2)c2cccc(=O)n2C3)CC[C@@H]1O)N1CCN(c2ccccc2)CC1,i
COc1ccc(CNC(=O)c2cccn2-c2nnc(N3CCCCC3)s2)c(OC)c1,?
COc1ccc(-c2cn3c(n2)CO[C@@H](CNC2CCCC2)C3)cc1,i
COc1ccc(C2Nc3ccccc3-c3cc(C)nn32)cc1OC (configuration not stated),7.6%
Cn1cnnc1CC1CCN(S(=O)(=O)c2ccc(F)cc2)CC1,6.0%
Cn1cc(C(=O)N2CCC3(CC2)CN(Cc2ccccc2)CC3CO)cn1 (configuration not stated),7.6%
CCC(C)(C)c1ccc2c(C(=O)N3C[C@H](N)C[C@H]3C(=O)NC)csc2c1,?
CC(=O)N1CCN(c2csc3ccc(Br)cc3c2=O)CC1,4.3%[0.594 µM]
NC(=O)c1cccnc1N1CCN(CC2(O)CNCCOC2)CC1 (configuration not stated),4.7%

# Other records
SMILES,Pf Dd2 inh
CC(C)c1ccc(CN2C[C@@H]3C(=O)N(Cc4ccc5c(c4)OCO5)C(=O)[C@@H]3C2)cc1,-22.0%
COc1ccc(NC(=O)Cn2c(=O)n(-c3ccccc3)c(=O)c3c4c(sc32)CCCC4)c(OC)c1,26.1%
Cc1ccccc1N1Cc2c(NC3CCCCC3)ncnc2N(C)CC1=O,-8.1%
COc1ccc(NC(=O)C2CC(=O)N(c3n[nH]c4ccccc34)C2)c(OC)c1 (configuration not stated),-16.0%
COc1cccc(CC(=O)N2CCCn3nc(C)c(-c4ccnn4C(C)C)c32)c1,-19.5%[44.1 µM]
CCN(C(=O)Cn1c(=O)n(Cc2ccccc2)c(=O)c2c1c1cc(OC)ccc1n2C)c1ccccc1,7.9%
O=c1c2c(-c3ccccc3)ccnc2[nH]n1-c1ccccc1,-15.7%
COc1ccc(-c2cc(N3CCN(C(=O)Cc4c(F)cccc4Cl)CC3)n[nH]2)cc1,14.0%
C=CCNC(=O)c1cn2c(n1)CN(C(C)=O)CC2,10.1%[44.1 µM]
CCn1c(CN(C)C)nnc1C1CCN(C(=O)c2ccn(C(F)F)n2)CC1,10.5%
O=C(NCc1ccccc1Cl)c1ccc2c(c1)ncn2-c1cccc(F)c1,-4.0%
CN(C)c1cccc(Nc2cc3c(cn2)NCCN(Cc2ccccc2)C3)c1,i
Cc1ncc2n1C(=O)N(C1CCN(Cc3ccc(N(C)C)cc3)CC1)C2,?
CCCCNC(=O)C1CCC(CNS(=O)(=O)c2ccc(NC(C)=O)cc2)CC1 (configuration not stated),4.5%
COc1ccc(CNC(=O)N2CC[C@@](O)(C3CCC3)[C@H](C)C2)cc1,-11.4%
CCOc1ccc(CN2CCN(C3CCN(C(C)C)CC3)CC2CCO)cc1 (configuration not stated),-4.6%
O=C1Cc2c(-c3ccccc3Cl)n[nH]c2CN1Cc1ccccc1F,-6.7%[44.1 µM]
CC1Oc2ccc(NC(=O)c3cccc(F)c3)cc2CN(Cc2ccc3c(c2)OCO3)C1=O (configuration not stated),i
Cc1ccc(C)c(NC(=O)N(C)CC2CCOC2)c1 (configuration not stated),i[5.79 µM]
CCc1noc(-c2cccn3c(CNC(=O)C4CCCCC4)nnc23)n1,i
COC[C@@H]1CN(Cc2cnn(C(C)C)c2)C[C@H]1c1nc(C2CC2)no1,-7.6%
CC[C@@H](Nc1ncnc2c1CN(C1CCCNCC1)C(=O)CN2C)c1ccccc1 (some centres not stated),-0.4%
O=C(C[C@@H]1C[C@H]2O[C@H](CNC3CCC(F)(F)CC3)[C@@H](O)[C@H]2O1)N1CCOCC1,6.5%[44.1 µM]
Cc1ccc(C(=O)Nc2ccc3c(c2)N(C)C(=O)c2ccccc2S3)cc1F,?
CC1CCN(S(=O)(=O)c2ccc3c(ccc(=O)n3CC(=O)NCc3ccc(Cl)cc3)c2)CC1,19.3%

# Overlap with the part before: six entries, then new ones.
SMILES,Pf Dd2 inh
CCc1noc(-c2cccn3c(CNC(=O)C4CCCCC4)nnc23)n1,i
COC[C@@H]1CN(Cc2cnn(C(C)C)c2)C[C@H]1c1nc(C2CC2)no1,-7.6%
CC[C@@H](Nc1ncnc2c1CN(C1CCCNCC1)C(=O)CN2C)c1ccccc1 (some centres not stated),-0.4%
O=C(C[C@@H]1C[C@H]2O[C@H](CNC3CCC(F)(F)CC3)[C@@H](O)[C@H]2O1)N1CCOCC1,6.5%[44.1 µM]
Cc1ccc(C(=O)Nc2ccc3c(c2)N(C)C(=O)c2ccccc2S3)cc1F,?
CC1CCN(S(=O)(=O)c2ccc3c(ccc(=O)n3CC(=O)NCc3ccc(Cl)cc3)c2)CC1,19.3%
CC(C)CN1C(=O)C(CC(=O)N2CCOCC2)Sc2ncccc21 (configuration not stated),4.5%
CC(=O)Nc1cccc(-c2nccc3c(=O)cc(N4CCOCC4)oc23)c1,-15.6%[44.1 µM]
O=C(NC1CC1)c1cc(-c2ccccc2C(F)(F)F)nc2onc(C3CCCN3)c12 (configuration not stated),-28.2%
CSc1nnc2c(n1)OC(c1cccc(O)c1Cl)Nc1ccccc1-2 (configuration not stated),14.8%
O=C(Cn1nc2c(cc1=O)CCCC2)NCc1ccccc1Cl,-5.3%
CCc1noc(-c2cccn3c(CNC(=O)c4cc(C)cc(C)c4)nnc23)n1,?
CCC(=O)N1Cc2ccccc2CC2(CCCN(CC3CCOCC3)C2)C1 (configuration not stated),?
O=C1N[C@H](CC(=O)N2CCN(c3ccccn3)CC2)C(=O)Nc2ccccc21,-1.7%
O=C1N[C@@H]2CCN(S(=O)(=O)c3ccc4ccccc4c3)[C@@H]2C(=O)N1c1ccc(F)cc1,5.2%
Cc1ccc(CCNC(=O)c2ccc(CSc3nc4ccncc4n3Cc3ccc(F)cc3)cc2)cc1,4.47µM*
O=C(Cn1nc2n(c1=O)CCCCC2)Nc1cccc(Br)c1,i

# Screening data (PubChem BioAssay)
